# Bim-Bcl-XL: human Bim-Bcl-XL interaction inhibition | 190,000 tested, 0.04% active | inhibition, % at 10 µM | Bim peptide-Bcl-XL binding, bead flow cytometry, fluorescence | Q07817
# Target sequence (Q07817 whole entry, looked up): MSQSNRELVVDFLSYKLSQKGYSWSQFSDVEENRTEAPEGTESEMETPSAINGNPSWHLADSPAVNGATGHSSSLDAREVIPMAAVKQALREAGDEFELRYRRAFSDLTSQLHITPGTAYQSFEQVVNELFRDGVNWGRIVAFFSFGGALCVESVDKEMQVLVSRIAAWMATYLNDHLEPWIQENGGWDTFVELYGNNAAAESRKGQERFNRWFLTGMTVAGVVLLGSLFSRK
# RGS8-Gao reg: regulators of human RGS8-Galphao interaction; AID 1423; 220,000 tested, 0.34% active; response (percent of control binding), % at 10 µM; multiplexed bead flow cytometry, RGS8-Galphao binding; actives lie on both sides; in the data active means response below about 60% or above about 140%; inactive means in between;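 further: Galphao activated as the GDP aluminium fluoride complex binding bead-coupled RGS8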
# Target sequence (P09471 whole entry, looked up): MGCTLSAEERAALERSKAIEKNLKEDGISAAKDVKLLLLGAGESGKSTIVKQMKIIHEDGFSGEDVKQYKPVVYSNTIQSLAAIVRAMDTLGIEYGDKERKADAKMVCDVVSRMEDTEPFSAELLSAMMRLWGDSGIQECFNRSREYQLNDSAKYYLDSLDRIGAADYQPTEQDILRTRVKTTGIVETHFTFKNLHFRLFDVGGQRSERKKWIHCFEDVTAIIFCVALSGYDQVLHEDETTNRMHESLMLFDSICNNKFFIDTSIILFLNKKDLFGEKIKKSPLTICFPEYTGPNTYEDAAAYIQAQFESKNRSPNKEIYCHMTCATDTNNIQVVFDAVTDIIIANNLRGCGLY
# RGS7-Gao reg: regulators of human RGS7-Galphao interaction; P09471; Multiplexed bead flow cytometry, RGS7-Galphao binding; actives lie on both sides; binding response (% of control), % at 10 µM; 220,000 tested, 0.35% active; in the data active means binding response below about 49% or above about 150%; inconclusive means no clear call, values can overlap the other calls; inactive means in between;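 further: fluorescent Galphao held in activated GDP-AlF4 state binding bead-coupled RGS7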
# Bim-Bcl-B: human Bim-Bcl-B interaction inhibition | Q9HD36 | bead-based flow cytometry, Bim peptide-Bcl-B binding | inhibition, % at 10 µM | 190,000 tested, 0.073% active | AID 951;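 further: 0% = tracer peptide without compound and 100% = reference inhibitor peptide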
# Target sequence (Q9HD36 whole entry, looked up): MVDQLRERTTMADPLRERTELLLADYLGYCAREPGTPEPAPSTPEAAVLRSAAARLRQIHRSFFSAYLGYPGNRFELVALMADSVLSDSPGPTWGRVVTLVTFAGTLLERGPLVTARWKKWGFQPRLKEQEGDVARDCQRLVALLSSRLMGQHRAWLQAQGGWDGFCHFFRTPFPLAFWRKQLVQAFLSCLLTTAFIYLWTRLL
# Mcl1-Bid inh: Mcl-1/Bid interaction inhibition; TR-FRET Mcl-1/Bid-Dy647 peptide binding, 1536-well; inhibition, % at 21.7 µM; 220,000 tested, 0.97% active;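 active means compounds that cut the binding signal by more than half at the single screening dose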;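 further: His-tagged Mcl-1 with europium anti-His antibody binding Bid BH3 peptide; 0% = Mcl-1 plus peptide wells and 100% = peptide-only wells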
# Bcl-2 Bim block: inhibitors of Bim-Bcl-2 interaction, human | P10415 | Bead-based flow cytometry, Bim peptide-Bcl-2 binding | inhibition, % at 10 µM | 190,000 tested, 0.06% active; in the data active means inhibition above about 40%; inconclusive means no clear call, values can overlap the other calls;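 further: 0% = no compound wells with probe peptide and 100% = reference peptide inhibitor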
# Bim-Bfl-1: disrupts Bim binding to human Bfl-1; Q16548; 190,000 tested, 0.12% active; Bead-based flow cytometry, Bim-Bfl-1 binding inhibition; inhibition, % at 10 µM;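 further: 0% = wells without compound plus tracer and 100% = blocker peptide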
# Bcl-W Bim block: human Bim-Bcl-W interaction inhibition | Q92843 | bead-based flow cytometry, Bim peptide-Bcl-W binding | inhibition, % at 10 µM | 190,000 tested, 0.02% active | AID 952;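 further: 0% = bound tracer without compound and 100% = peptide blocker; higher means less fluorescent Bim peptide bound to Bcl-W beads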
# Target sequence (Q92843 whole entry, looked up): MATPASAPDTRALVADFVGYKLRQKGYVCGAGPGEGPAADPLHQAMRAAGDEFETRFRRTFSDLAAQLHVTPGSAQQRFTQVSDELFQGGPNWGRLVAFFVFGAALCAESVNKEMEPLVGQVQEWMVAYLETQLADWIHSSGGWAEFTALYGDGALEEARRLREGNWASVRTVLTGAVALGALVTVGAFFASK
# Bim-Mcl-1: inhibitors of Bim-Mcl-1 interaction, human | inhibition, % at 10 µM | 190,000 tested, 0.1% active | Bead-based flow cytometry, Bim peptide-Mcl-1 binding;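 further: 0% = no compound tracer wells and 100% = peptide blocker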
# Mcl1 Noxa PPI: Mcl-1/Noxa interaction inhibition; AID 1022; inhibition, % at 21.7 µM; TR-FRET Mcl-1/Noxa peptide binding, 2 h; 220,000 tested, 1.5% active;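 active means compounds that cut the protein-peptide binding signal by more than 50% relative to plate controls in a single-dose test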;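 further: His-tagged Mcl-1 with rhodamine Noxa BH3 peptide and terbium anti-His antibody; 0% = Mcl-1 plus Noxa peptide wells and 100% = peptide-only wells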
# RGS4-Gao reg: modulates binding of RGS4 to human Galphao; AID 1415; 220,000 tested, 0.33% active; binding response (% of control), % at 10 µM; P09471; Multiplexed bead flow cytometry; actives lie on both sides; in the data active means binding response below about 49% or above about 150%; inactive means in between;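 further: fluorescent Galphao activated with aluminum fluoride binding bead-coupled RGS4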
# Active calls of the source: *; ? = inconclusive; . = no result given; [ ] = remark or other dose. Unless noted, no stated cut-off is given here; in the data, active means inhibition above about 40%.
SMILES,Bim-Bcl-XL,RGS8-Gao reg,RGS7-Gao reg,Bim-Bcl-B,Mcl1-Bid inh,Bcl-2 Bim block,Bim-Bfl-1,Bcl-W Bim block,Bim-Mcl-1,Mcl1 Noxa PPI,RGS4-Gao reg
COC(=O)c1ccc(Sc2ccc(C)cc2)c(N)c1,-4,99,106,-1,14,-2,5,-6,0,-1,98
Cc1ccc2nc(-c3cccc(Br)c3)cc(C(=O)NC3=NCCS3)c2c1,-1,101,98,-7,-16,-1,0,0,0,9,97
O=C(CC12CC3CC(CC(C3)C1)C2)NCC(=O)N1CCCC1,0,97,94,0,-8,-2,1,-1,0,9,96
NC(=O)c1nsc(C(=O)N(CCc2ccccc2)C(C(=O)NC2CCCC2)c2ccco2)c1N (configuration not stated),0,100,98,0,-4,-2,-4,2,-1,21,100
CCCN1CCC(NC(=O)Nc2cccc3ccccc23)CC1,.,104,?,.,-14,.,.,.,.,-5,108
O=C(/C=C/Nc1ccccc1O)c1ccco1,.,100,?,.,-97,.,.,.,.,38,97
Cc1ccc(Cl)cc1N1CCN(C(=O)c2cccc3c(=O)c(C)c(-c4ccccc4)oc23)CC1,-7,103,106,-6,-19,-5,0,-7,-12,-45,100
O=C(Cn1cnc([N+](=O)[O-])n1)N/N=C/c1cccc(Cl)c1,0,93,97,2,-6,5,3,-2,-6,12,84
CC(C)Cn1c(SCC(=O)NC(=O)Nc2ccc3c(c2)OCCO3)nc2ccccc2c1=O,-13,101,103,-8,3,-10,-9,-6,-6,19,103
O=C(OCC(=O)N1CCCC1)c1c2c(nc3ccccc13)CCCCC2,-4,107,105,-1,-6,-1,-4,-2,0,3,105
CCCCOc1nc(N)nc(-c2ccccc2)n1,-6,90,97,-10,5,-12,-10,-6,-4,-7,101
CCOC(=O)c1cccc(N2C(=O)c3ccccc3S2(=O)=O)c1,-2,103,101,0,-13,2,-2,1,2,24,104
CC(C)c1nc(CN2CCCCC2)cc(=O)[nH]1,-3,94,87,0,-36,-2,-3,-1,0,4,90
CCn1c(=O)cc(N2CCC3(CC2)OCCO3)[nH]c1=O,-7,99,93,-8,-27,-5,-8,-2,1,-11,100
O=C(COC(=O)c1ccccc1NC(=O)c1ccco1)NC1CC1,0,100,?,-1,-8,0,-2,2,4,33,103
COc1cccc(C2=Nc3cccc4cccc(c34)N2)c1,-9,98,95,-14,10,0,0,-1,-5,57*,96
O=C(O)C(Cc1ccccc1)n1cnnn1 (configuration not stated),-3,102,102,-2,-8,-3,-7,-2,-1,9,107
COc1ccccc1OCCC(=O)OCC(=O)Nc1ccc(S(=O)(=O)N2CCOCC2)cc1,-5,97,98,-7,-13,-9,-10,-4,-2,3,96
COc1cc(C(=O)NNC(=S)NC(=O)c2ccccc2C)cc(OC)c1OC,-1,106,107,-5,-85,1,1,-1,0,-64,104
COc1ccc(CC2C(=O)OC(C)(C)OC2=O)cc1,-4,103,100,-8,14,-11,-14,0,0,24,102

# Continued, starting with the last three of the part before.
SMILES,Bim-Bcl-XL,RGS8-Gao reg,RGS7-Gao reg,Bim-Bcl-B,Mcl1-Bid inh,Bcl-2 Bim block,Bim-Bfl-1,Bcl-W Bim block,Bim-Mcl-1,Mcl1 Noxa PPI,RGS4-Gao reg
COc1ccccc1OCCC(=O)OCC(=O)Nc1ccc(S(=O)(=O)N2CCOCC2)cc1,-5,97,98,-7,-13,-9,-10,-4,-2,3,96
COc1cc(C(=O)NNC(=S)NC(=O)c2ccccc2C)cc(OC)c1OC,-1,106,107,-5,-85,1,1,-1,0,-64,104
COc1ccc(CC2C(=O)OC(C)(C)OC2=O)cc1,-4,103,100,-8,14,-11,-14,0,0,24,102
CCC(C)n1[nH]c(=O)cc1N (configuration not stated),0,101,98,0,-48,0,-3,0,1,12,99
Cc1nn(C)c(C)c1NC(=O)CSc1nnc(C)n1-c1ccccc1,-10,98,100,-9,-6,-12,-12,0,0,1,94
COC(=O)c1ccc(C23CC4(C2)[C@H](CN(Cc2ccc(C(F)(F)F)cc2)[C@@H]4c2ccccc2)C3c2ccc(C(F)(F)F)cc2)cc1 (some centres not stated),.,102,?,.,-47,.,.,.,.,-16,100
Cc1ccc(C)c(C(=O)CSc2nnnn2C(C)C)c1,-5,101,102,-9,-5,-7,-9,0,-1,-5,99
CC(NC(=O)/C=C/c1cnc2ccccc2n1)C12CC3CC(CC(C3)C1)C2 (configuration not stated),-6,99,94,-8,-5,-5,-16,-2,-3,21,96
COC(=O)c1c(C)[nH]c(C=Nc2ccc(OC)cc2)c1C,.,104,?,.,-75,.,.,.,.,19,100
CCOc1ccc2nc(NS(C)(=O)=O)sc2c1,-3,98,97,-4,-1,-2,2,0,-1,-1,97
Cc1cccc2sc(NC(=O)Cn3cccc3)nc12,0,98,99,-1,-29,-3,-5,1,3,-5,98
C=CCNc1ncnc2c1[nH]c1ccc(C)cc12,-3,100,99,-1,-6,-2,0,-5,-1,26,101
CC1=CCC2C(=O)N(c3nc(C)cc(C)n3)C(=O)C2C1 (configuration not stated),-6,104,105,-7,-9,-7,-7,-1,-2,-3,104
O=C(NCc1ccco1)/C(=C\c1ccco1)NC(=O)c1ccc(Br)o1,-4,99,100,-3,-27,0,0,2,-2,4,100
COc1ccccc1NC(=O)CN(Cc1ccco1)C(=O)c1cncc(Br)c1,.,103,?,.,0,.,.,.,.,-10,103
Nc1nnc(CC(=O)N/N=C/c2ccccc2OCc2ccc(F)cc2)s1,.,100,?,.,-9,.,.,.,.,-15,99
O=[N+]([O-])c1cccc(/C(=N/N=C/c2ccccc2Br)C23CN4CN(CN(C4)C2)C3)c1,0,100,100,0,14,-2,0,0,0,17,97
CCN=C1S/C(=C\c2cc(Br)ccc2OCC(=O)OCC)C(=O)N1CC,-3,100,101,-5,-24,-1,-2,-1,-4,-14,107
CN1CCN(CCOC2Cc3ccccc3Sc3ccc(Cl)cc32)CC1 (configuration not stated),-2,104,101,-5,22,0,-2,-3,-1,16,101
O=C(/C=C/c1ccccc1)Nc1cccnc1Oc1ccccc1F,.,98,?,.,8,.,.,.,.,-3,99
COCc1cc(=O)[nH]c(/N=C(\N)Nc2cccc(C)c2)n1,1,97,98,-2,-8,1,-2,0,2,1,101
COc1ccccc1-n1cnnc1SC(C)C(=O)Nc1ccc(NC(C)=O)cc1 (configuration not stated),-1,101,?,-2,-35,-3,-4,0,0,-9,101
O=C(COC(=O)c1n[nH]c2ccccc12)NC(=O)NC1CCCC1,0,98,100,-8,-26,-3,-13,1,0,11,94
Cc1ccc(O)c(CP(=O)(c2ccccc2)c2ccccc2)c1,-3,97,99,-4,-20,-2,1,-1,16,-1,97
COc1ccc(C2=NCCn3cccc32)c(OC)c1,-5,107,95,-2,-27,2,0,-3,0,11,95
COc1cc2c(cc1OC)C(C(=O)NCc1ccco1)C1c3ccccc3CCN1C2=O (configuration not stated),-11,98,113,-9,-14,-11,-18,-1,-4,3,101
Cc1cc(C)nc(NN=C2CCCC2)n1,-5,98,97,-1,-29,0,0,-2,-2,-5,100
CC(C)(CO)NCC#Cc1ccccc1,-7,96,95,-2,-5,-2,-6,-2,0,20,98
CCC(=O)Nc1ccc(C(=O)c2ccccc2)cc1,4,101,99,-6,-6,-4,-7,3,1,-2,97
Cc1ccc(CCN2CC(C(=O)O)CC2=O)cc1 (configuration not stated),-25,103,102,-11,14,-11,-15,-3,-4,.,102
O=C1NC2(CCc3ccccc3C2)C(=O)N1CCOc1cccc(Cl)c1 (configuration not stated),-3,89,93,-4,1,-8,-1,-2,-4,15,97
CCC(=O)/C(=C(/O)c1ccccc1)c1nc2ccccc2[nH]1,-4,106,100,-9,-15,0,-8,-1,-1,2,102
CCN(CC)c1ccc(NC(=O)C2CC(=O)N(Cc3ccccc3)C2)cc1 (configuration not stated),0,106,103,-22,-49,-4,0,0,-1,49,106
CCC(SCC(=O)OC)C(=O)Nc1nnc(C(C)C)s1 (configuration not stated),-2,102,100,-2,-20,-1,-3,1,-5,-1,106
Cn1cccc1CC(=O)N/N=C/C(Cl)=C/c1ccccc1,3,95,89,8,-10,6,9,7,1,23,94
CC(C)(C)n1nnnc1C(c1cccc(C#N)c1)N1CCC(Cc2ccccc2)CC1 (configuration not stated),-7,99,98,-8,-9,-10,-14,-1,-3,-21,99
CC1(CC(=O)N/N=C/c2ccc(-c3cccc(C(F)(F)F)c3)o2)OCCO1,-5,115,262*[activator],-7,5,-3,-1,-3,-4,8,169*[activator]
COc1ccc(NC(=S)NNC(=O)OC(C)(C)C)cc1OC,-3,101,102,-11,-12,-6,-7,-3,0,10,99
CCn1c(CNC(=O)c2ccccc2F)nnc1SCC(=O)NC1CCCCC1,0,103,100,-1,-14,-2,-5,2,3,6,100
COc1ccc(CCNC(=O)CSc2nc(N)cc(=O)[nH]2)cc1OC,-4,100,100,0,-34,-1,-2,0,3,6,103
CCN(CC)c1ncnc2sc(C(=O)N3CCN(c4ccccc4)CC3)c(C)c12,-2,103,101,-5,-28,-6,-10,-1,-1,7,105
Cc1cc(NC(=O)CSc2nnc(-c3c[nH]c4ccccc34)n2-c2ccc(Cl)cc2)no1,0,100,104,-2,-5,5,-1,-2,-2,-12,103
COCCN1C=C(C(=O)OC)C(c2ccccc2Cl)C(C(=O)OC)=C1,0,101,104,-3,-21,1,-5,-1,2,13,99
CCOc1cc(C2C(C#N)=C(N)Oc3n[nH]c(C)c32)ccc1OCCN1CCOCC1 (configuration not stated),-1,94,88,-6,-21,-3,-2,0,-3,-9,89
CCOc1ccc(C(=O)NCC(=O)OCc2c(F)cccc2Cl)cc1,-2,101,98,-6,-30,-3,0,-2,0,3,99
CC[N+](C)(CC)CC(O)COCC1COc2ccccc2O1 (configuration not stated),-4,104,102,-4,12,-6,-5,-2,-5,42,102
Cn1c(SCC(=O)Nc2ccc3cn[nH]c3c2)nnc1-c1cccs1,-3,91,98,-6,-31,-5,-7,3,0,-1,83
Cc1csc(=Nc2ccc(S(=O)(=O)N3CCOCC3)cc2)n1Cc1ccco1,-4,106,104,-7,-28,-7,-12,-3,0,4,105
O=C(COC(=O)c1cccc(S(=O)(=O)N2CCOCC2)c1)Nc1ncc(C(F)(F)F)cc1Cl,-6,99,102,-7,-11,-11,-6,0,-1,9,102
Cc1c(NC(=O)c2ccccc2)cccc1[N+](=O)[O-],-7,101,97,-8,-2,-3,-3,-4,-4,7,99
COc1cc(CNCCN(C)C)c(Br)cc1OCC(=O)NCc1ccccc1,-7,101,93,-6,-19,0,1,-4,-5,10,97
CN(C)S(=O)(=O)c1cccc(NC(=S)NC2CCCCC2)c1,-5,102,?,-12,-26,-5,-6,-5,-2,9,99
O=C(Cc1ccc([N+](=O)[O-])cc1)c1ccc(O)cc1O,.,101,?,.,-7,.,.,.,.,-3,107
